Bioassay records: PubChem BioAssay, National Center for Advancing Translational Sciences (NCATS)
LDHA inh – LDHA (human) enzyme inhibition; AID 1347041; 480,000 compounds, 0.15% hits; activity change, % (values are at about 110 or 230 µM); P00338; purified LDHA, NADH/diaphorase-resazurin fluorescence; active compounds read low; in the data active means activity change below about -30%; inconclusive means mostly about -25% to -30%;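 further: plate controls were DMSO wells for no effect and wells without enzyme for full effect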
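Human LDH5 at 2 nM final in Tris HCl pH 7.4 with 0.06 mM NADH and 0.2 mM pyruvate, reacted 5 minutes at room temperature. Remaining NADH coupled via diaphorase/resazurin; resorufin fluorescence read at 0 and 20 minutes, normalized to enzyme-free and DMSO wells.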
Pol beta inh – inhibitors of human DNA polymerase beta; Potency, µM (titrated, usually from 114 µM), inactives show at the highest dose activity change, negative = inhibition, usual class: inhibitors; AID 485314; 340,000 compounds, 1.3% hits; Pol beta primer extension/strand displacement, fluorescence kinetic; P06746; further: potency means the concentration at half of the fitted maximal effect; on the % scale 0 is the no-effect control and ±100 the full control effect
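Pol beta (10 nM) and compounds were preincubated 15 min at room temperature, then 50 nM substrate (final) started primer extension/strand displacement. Reads were taken at 0 and 10 min; concentration-response data were fitted to a four-parameter Hill equation.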
APE1 inh – APE1 (human) endonuclease inhibition | P27695 | recombinant APE1, TAMRA/BHQ-2 abasic DNA cleavage fluorescence | Potency, µM (top dose mostly 65.8 µM), for the others: at the highest dose activity change, negative = inhibition, most hits filed as inhibitors | 350,000 compounds, 0.35% hits | AID 2517;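 further: potency means the concentration at half of the fitted maximal effect; plate controls were vehicle for no effect and reference inhibitor for full effect; nearly all actives have a fitted effect of over 55% in size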
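Step 1: APE1 (0.75 nM) with compound, 15 min RT. Step 2: add 50 nM fluorophore/quencher THF duplex. Step 3: three fluorescence reads 60 s apart (525/598 nm); read 3 minus read 1 = reaction progress.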
Pol iota inh – blocks human DNA polymerase iota activity. Q9UNA4. Pol iota fluorescent replication assay, 10 min. Potency, µM (doses to about 115 µM), for the others: top-dose activity, negative = inhibition, hits mostly inhibitors. 390,000 compounds, 1% hits. AID 588590; further: potency means the concentration at half of the fitted maximal effect
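Fluorescent replication assay read twice, at 0 min and 10 min after adding 50 nM (final) substrate. Enzyme (10 nM) and compounds were first incubated 15 min at room temperature; enzyme-free buffer wells were negative controls.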
GRP78 ERSR act – inducers of ER stress response in human glioma cells | U87-MG GRP78 promoter luciferase reporter, 16 h | Potency, µM, for the others: at the top dose activation, hits mostly activators | 420,000 compounds, 0.02% hits | AID 602332; further: potency means the concentration at half of the fitted maximal effect; series mostly up to about 76 µM; % of control where 0% means no effect; nearly all actives have a fitted effect of over 35% in size
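Stably transfected U87-MG human glioma cells carrying a GRP78-based luminescent sensor were seeded at 1000 cells/well, pin-dosed with compounds and incubated 16 h. Luciferase reagent was then added, and end-point luminescence was read after 10 min at room temperature.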
Pol kappa inh – inhibitors of human DNA polymerase kappa; Q9UBT6; purified Pol kappa, fluorescent DNA synthesis assay, 10 min; Potency, µM (doses to about 107 µM), for the others: top-dose activity, negative = inhibition, usual class: inhibitors; 400,000 compounds, 0.53% hits; AID 588579; further: potency means the concentration at half of the fitted maximal effect; on the % scale 0 is the no-effect control and ±100 the full control effect
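Fluorescent qHTS in 1536-well format: enzyme (10 nM) and compound sat 15 min at room temperature before 50 nM substrate (final) was added. Signal taken at 0 and 10 min; no-enzyme buffer wells were negative controls.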
Anesthetic bind – binds horse apoferritin like a general anesthetic. apoferritin/1-aminoanthracene competitive binding, fluorescence. Potency, µM (doses to about 77.5 µM), inactives show at the highest dose activity change, negative = displacement, hits mostly inhibitors. 350,000 compounds, 0.074% hits. AID 485281; further: potency means the concentration at half of the fitted maximal effect; on the % scale 0 is the no-effect control and ±100 the full control effect; nearly all actives have a fitted effect of over 20% in size
Target sequence (P02791 2-175 limits assumed): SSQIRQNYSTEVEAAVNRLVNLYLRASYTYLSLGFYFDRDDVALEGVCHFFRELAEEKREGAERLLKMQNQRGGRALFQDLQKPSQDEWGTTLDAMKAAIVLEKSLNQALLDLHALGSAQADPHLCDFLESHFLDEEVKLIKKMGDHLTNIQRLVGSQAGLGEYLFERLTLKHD
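10 uM apoferritin + 50% sat. 1-AMA, PBS; cpd 10 min RT; Ex380/Em535 endpoint; normalized to free probe vs complex; 4-param Hill fit; propofol titration as pos. ctrl.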
BLM inh – Bloom syndrome helicase (human) inhibition; Potency, µM (highest dose often 56.1 µM), without a hit: at the highest dose activity change, negative = inhibition, actives largely listed as inhibitors; recombinant BLM DNA unwinding, fluorescence dequenching; AID 2528; P54132; 350,000 compounds, 0.2% hits;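 further: potency means the concentration at half of the fitted maximal effect; plate controls were vehicle for no effect and no enzyme for full effect; nearly all actives have a fitted effect of over 35% in size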
POLH inh – DNA polymerase eta (human) inhibition; Potency, µM (titrated, usually from 114 µM), inactives show top-dose activity change, negative = inhibition, hits mostly inhibitors; AID 588591; recombinant Pol eta, fluorescent DNA replication assay; 390,000 compounds, 1.2% hits; Q9Y253; further: potency means the concentration at half of the fitted maximal effect; on the % scale 0 is the no-effect control and ±100 the full control effect
Target sequence (Q9Y253 whole entry, looked up): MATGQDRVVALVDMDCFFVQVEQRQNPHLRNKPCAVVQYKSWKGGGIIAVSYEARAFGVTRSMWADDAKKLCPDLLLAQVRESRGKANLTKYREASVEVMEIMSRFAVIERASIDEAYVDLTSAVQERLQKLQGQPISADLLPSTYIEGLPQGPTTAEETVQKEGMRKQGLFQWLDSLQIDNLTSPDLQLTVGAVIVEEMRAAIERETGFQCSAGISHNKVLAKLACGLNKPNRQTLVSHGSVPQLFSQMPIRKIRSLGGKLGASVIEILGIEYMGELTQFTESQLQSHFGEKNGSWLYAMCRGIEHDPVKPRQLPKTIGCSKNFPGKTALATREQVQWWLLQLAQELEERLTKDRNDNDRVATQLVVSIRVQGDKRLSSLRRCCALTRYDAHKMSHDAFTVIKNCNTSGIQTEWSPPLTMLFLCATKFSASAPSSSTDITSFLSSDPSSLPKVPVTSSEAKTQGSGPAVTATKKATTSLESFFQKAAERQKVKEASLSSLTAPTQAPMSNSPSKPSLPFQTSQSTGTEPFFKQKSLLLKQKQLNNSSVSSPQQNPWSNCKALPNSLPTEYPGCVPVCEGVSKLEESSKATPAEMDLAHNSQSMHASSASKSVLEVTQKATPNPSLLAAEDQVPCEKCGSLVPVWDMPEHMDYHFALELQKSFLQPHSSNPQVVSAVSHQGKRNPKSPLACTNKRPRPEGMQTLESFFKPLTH
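Pol eta (10 nM) was preincubated with compounds for 15 min at room temperature, after which fluorescent replication substrate (50 nM final) was added to start the reaction. Fluorescence was read kinetically at 0 and 10 min.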
* marks the source's active call; other numbers are inactive results; ? = inconclusive; . = not tested or not shown; [ ] = remark or other dose. Unless noted, the call rests on the fitted dose curve; in most records, active means well fitted curve in the direction sought with a large enough effect; inconclusive means small, poorly fitted or top-dose-only effect, or another doubt; inactive means no such curve, though single readings can be large; an effect the other way counts as inactive or inconclusive.

SMILES	LDHA inh	Pol beta inh	APE1 inh	Pol iota inh	GRP78 ERSR act	Pol kappa inh	Anesthetic bind	BLM inh	POLH inh
COc1ccccc1CN(C)C(=O)c1ccc(S(=O)(=O)Nc2c(C)n(C)n(-c3ccccc3)c2=O)cc1	-4	.	25%	11%	-3%	1%	.	.	-11%
CC(=O)/C(=N\Nc1ccc(Cl)cc1Cl)Sc1nnc(-c2ccccc2)n1-c1ccccc1	-2	7%	-1%	20%	2%	-1%	-11%	-9%	-21%
Cc1ccc(C)c(NC(=O)CS(=O)(=O)c2c[nH]c3ccccc23)c1	-4	13%	2%	10%	-7%	-20%	-7%	0%	4%
S=C(c1cn(Cc2ccc(Br)cc2)c2ccccc12)N1CCOCC1	-3	8%	2%	2%	-5%	-17%	-9%	-9%	-10%
O=C1c2cccc3cc([N+](=O)[O-])cc(c23)C(=O)N1/N=C/c1ccc(O)cc1O	8	40µM*	?	?	-6%	?	-14%	-16%	50µM*
O=C(Oc1ccc(OC(=O)C2CCC2)cc1)C1CCC1	12	-14%	?	58%[activator]	1%	-5%	2%	-2%	-10%
O=C(NC1CCCCC1)N1CCc2[nH]c3ccccc3c2C1	7	-2%	-8%	25%	13%	-19%	7%	-10%	-8%
Cc1ccccc1CNC(=O)C1CCC(=O)N(C2CC2)C1 (stereo unspecified)	-1	11%	-4%	51%[activator]	10%	-4%	-1%	-3%	-10%
CCCC[P+](CCCC)(CCCC)Cc1ccc(NC(=O)[C@@H](Cc2ccc3ccccc3c2)NC(=NC2CCCCC2)NC2CCCCC2)cc1	.	.	17%	.	-2%	-11%[19.4 µM]	.	38%[activator]	.
Cc1cc(C)c(C)c(OCCOCCN2CCN(C)CC2)c1	-3	18%	4%	9%	-4%	-10%	-5%	1%	1%
Nc1ccccc1Nc1cc(-c2ccccc2)nn1-c1ccccc1	8	25%	-11%	1%	-2%	-11%	10%	-4%	-19%
COc1ccc(/C=N/N=C2/NC(=O)C(CC(=O)O)S2)cc1OCc1ccccc1Cl (stereo unspecified)	-14	-13%	?	0%	-5%	2%	2%	-5%	?
CN(C(=O)CSc1nnc(C2CC2)n1-c1ccccc1)C1CCS(=O)(=O)C1 (stereo unspecified)	0	.	24%	38%[activator]	-1%	-1%	.	.	-16%
CCc1cc2c(SCC(=O)NCC3CCCO3)ncnc2s1 (stereo unspecified)	6	.	2%	24%	0%	2%	.	.	-4%
O=S(=O)(c1ccccc1)[C@@]1(c2ccccc2)C[C@@H]2ON=C(c3cccc(-c4ccccc4)c3)[C@@H]2C1	-3	.	14%	-5%	-3%	-5%	.	.	-27%
CCC(=O)NC(=S)Nc1cccc(NC(=O)c2ccco2)c1	-8	15%	12%	8%	-3%	2%	0%	0%	0%
COc1cccc(CN2C(=O)CCC2(C)C(=O)NC2CCCCC2)c1 (stereo unspecified)	-3	-13%	4%	-22%	-3%	-2%	-2%	3%	-14%
CCn1c(=O)c2sccc2n2c(CCCC(=O)NCCc3ccc(S(N)(=O)=O)cc3)nnc12	-5	34%	26%	-21%	-5%	-1%	-4%	-3%	-3%
CCOC(=O)c1ccccc1NC(=O)CSc1ccc(-c2ccccn2)nn1	-1	4%	-11%	42%[activator]	-5%	-3%	-6%	-8%	-4%
COc1ccc(C(=O)Nc2ccccc2C(=O)N/N=C/c2ccccn2)cc1OC	-1	17%	1%	50%[activator]	-2%	-8%	-8%	0%	-9%
O=C(NCCCN1CCOCC1)c1cc(-c2ccc(F)cc2)no1	-4	29%	76%[activator]	?	15%	0%	-7%	0%	-7%
Nc1ccn(CC(=O)NCc2ccccc2)c(=O)n1	-3	.	-7%	-7%	-1%	-9%	.	.	-6%
CCOc1cc(NC(=O)c2cccs2)c(OCC)cc1NC(=O)CCC(=O)NCC1CCCO1 (stereo unspecified)	-5	-25%	5%	31%[activator]	-4%	-3%	-1%	-1%	-6%
O=C(Nc1ccc(F)cc1F)N1CCN(c2ncccn2)CC1	-7	-14%	0%	18%	0%	-6%	10%	2%	1%
CCC(CCC(C)C1CCC2C3CC=C4CC(OC(C)=O)CC[C@@]4(C)C3CC[C@@]12C)C(C)C (stereo partly specified)	.	.	8%	.	-4%	-10%[60.1 µM]	0%	-15%	.

Further results follow:
SMILES	LDHA inh	Pol beta inh	APE1 inh	Pol iota inh	GRP78 ERSR act	Pol kappa inh	Anesthetic bind	BLM inh	POLH inh
CCOc1ccc(S(=O)(=O)N2CCCCC2)cc1NC(=O)C1=COCCO1	-4	.	-3%	?	-2%	-13%	.	.	-3%
Cc1ccc(CNC(=O)C(=O)NCCC2CCCCN2S(=O)(=O)c2ccccc2)cc1 (stereo unspecified)	0	.	-15%	20%	-2%	-5%	.	.	-15%
Cn1cc(CN2CCC(n3nccc3NC(=O)C3CCCC3)CC2)cn1	-3	14%	13%	33%[activator]	-6%	-3%	-3%	3%	-24%
CCOc1ccc(N(CC(=O)Nc2nccs2)S(=O)(=O)c2c(C)noc2C)cc1	0	-17%	-9%	12%	2%	8%	?	-2%	-5%
CCOc1ccccc1NC(=O)C1CCC(CNc2c(N3CCOCC3)c(=O)c2=O)CC1 (stereo unspecified)	0	-15%	1%	31%[activator]	0%	-6%	5%	2%	-12%
O=C(Nc1ccc2c(c1)CCC2)Nc1ccc(F)cc1F	-12	3%	3%	-11%	?	2%	-8%	-3%	2%
COc1ccc(C(=O)OCC(=O)NCCCc2ccccc2)cc1OC	-7	12%	25%	13%	-3%	-21%	-9%	0%	-18%
Cc1noc(NC(=O)c2ccc(F)cc2)c1C#N	0	7%	0%	7%	2%	0%	29%	0%	-9%
CCN(CCCNC(=O)COc1cc(=O)n(CC)c2ccccc12)Cc1ccccc1	-5	-3%	-6%	0%	0%	-7%	6%	2%	-19%
C=CCSc1nnc(C)n1-c1ccc(Cl)cc1	-4	2%	-4%	22%	-1%	-6%	1%	0%	0%
Cc1ccccc1NC(=S)N(Cc1cccs1)C1CCCC1	-2	14%	1%	44%	-3%	-16%	-11%	-6%	4%
O=C(CCN1C(=O)c2ccccc2C1=O)OCN1C(=O)c2ccccc2C1=O	-5	-3%	-3%	5%	-5%	-5%	-21%	-4%	3%
CCCCn1c(N)c(N(CCOC)C(=O)c2ccc(NC3CC3)c([N+](=O)[O-])c2)c(=O)[nH]c1=O	-5	.	9%	18%	-2%	-13%	.	.	0%
CC[C@H](C)[C@H](NC(=O)[C@H](Cc1ccc(O)cc1)NC(=O)[C@H](Cc1cnc[nH]1)NC(=O)[C@H](CCCNC(=N)N)NC(=O)[C@H](CC(C)C)NC(=O)[C@H](C)NC(=O)[C@H](CO)NC(=O)[C@H](Cc1ccc(O)cc1)NC(=O)[C@H](Cc1ccc(O)cc1)NC(=O)[C@H](CCCNC(=N)N)NC(=O)[C@H](C)NC(=O)[C@H](CCSC)NC(=O)[C@H](CC(=O)O)NC(=O)[C@H](CCC(=O)O)NC(=O)[C@H](C)NC(=O)[C@@H]1CCCN1)C(=O)N[C@@H](CC(N)=O)C(=O)N[C@@H](CC(C)C)C(=O)N[C@H](C(=O)N[C@H](C(=O)N[C@@H](CCCNC(=N)N)C(=O)N[C@@H](CCC(N)=O)C(=O)N[C@@H](CCCNC(=N)N)C(=O)N[C@@H](Cc1ccc(O)cc1)C(N)=O)[C@@H](C)O)[C@@H](C)CC	.	.	4%	.	-6%	9%[60.1 µM]	-1%	4%	.
COc1ccc(C(=O)Nc2nnc(S(=O)(=O)Cc3ccccc3)s2)cc1	-13	1%	10%	-18%	-5%	1%	-2%	-4%	-9%
COC(=O)c1ccc(OCC2c3cc(OC)c(OC)cc3CCN2C(=O)c2ccc(F)cc2)cc1 (stereo unspecified)	3	-2%	.	-11%	-4%	1%[60.1 µM]	3%	-7%	-19%
Cc1cc(C)nc(N2N=C(c3ccccc3)CC2=O)n1	4	5%	2%	?	6%	-8%	-2%	-3%	-8%
CC(C)(C)c1ccc(C(=O)NCCc2csc(-c3ccc(Cl)cc3)n2)cc1	4	-20%	.	20%	-1%	-9%[60.1 µM]	-8%	-11%	?
O=C(Nc1nnc(-c2cccs2)o1)c1cccc(F)c1	1	.	.	-11%	-3%	-17%	.	.	-6%
CC1CC(C)CN(C(=O)c2ccc(C(=O)c3ccccc3)cc2)C1 (stereo unspecified)	-1	.	5%	14%	6%	-11%	.	.	-17%
Cc1ccnc(NC(=O)CSc2ccc3c(c2)OCCO3)c1	1	.	-5%	14%	1%	1%	.	.	-7%
Cc1nnc(NCCc2ccccc2)c2ccccc12	-4	58%	9%	7%	-5%	-9%	-12%	-4%	-16%
Cc1ccc(O)c(NC(=O)CSc2n[nH]c(C)c2[N+](=O)[O-])c1	-3	5%	-3%	?	1%	-1%	-17%	-1%	-17%
Cc1nc2ccc(S(=O)(=O)NCC(=O)N3CCCC(C)C3)cc2s1 (stereo unspecified)	0	18%	2%	7%	-3%	0%	-9%	1%	11%
Cc1ccc2c(N)c(C(=O)N(c3ccccc3)c3ccccc3)sc2n1	-9	-19%	6%	4%	-4%	-9%	-22%	-13%	-13%
CC(C)(C)C(=O)NC1(C(F)(F)F)NC(=O)N(c2ccccc2F)C1=O (stereo unspecified)	-2	14%	25%	-2%[58.9 µM]	-3%	1%	2%	-1%	-20%
Cc1sc(NC(=O)CSc2nnc(-c3ccc(F)cc3)o2)c(C#N)c1C	-14	8%	-4%	10%	-2%	-17%	?	1%	-6%

Compound profiles, from the list above. Order of screens: LDHA inh	Pol beta inh	APE1 inh	Pol iota inh	GRP78 ERSR act	Pol kappa inh	Anesthetic bind	BLM inh	POLH inh
O=C(Nc1nnc(-c2cccs2)o1)c1cccc(F)c1 as listed: 1	.	.	-11%	-3%	-17%	.	.	-6%
COc1ccc(/C=N/N=C2/NC(=O)C(CC(=O)O)S2)cc1OCc1ccccc1Cl (stereo unspecified) as listed: -14	-13%	?	0%	-5%	2%	2%	-5%	?

Only part of the results is shown; the hit share may differ from the screen's.
